MITF TRPM1 inh – inhibitors of MITF-driven TRPM1 promoter in melanoma cells | 330,000 compounds, 0.83% hits | inhibition, % at 12.5 µM | SK-MEL-5 TRPM1 promoter luciferase, 24 h;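 active = mean inhibition across replicates of 60% or more, whatever share of single replicates reaches that level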; note: values of inactives mirror those of a sister screen read the other way
aDG glyco up – alpha-DG glycosylation activation. Pro5-aDG cells, alpha-DG glycosylation AlphaScreen (IIH6); 0% Pro5, 100% B10-LARGE cell signal. activation, % at 10 µM. 360,000 compounds, 0.22% hits. AID 624168;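 active = activation of at least 8% versus controls, or a plate z-score of at least 8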;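 note: Pro5 are CHO cells carrying HIG-tagged alpha-DG that lacks glycosylation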
Peg3 promoter – inhibitors of Peg3 promoter | HeLa PEG-Prom luciferase reporter, luminescence, overnight | inhibition, % at 20 µM | 360,000 compounds, 1.7% hits | AID 588405;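 active = inhibition of at least 50% at 20 µM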
NR2E3 ag-1 – activates human photoreceptor nuclear receptor NR2E3. GST-NR2E3/biotin-RetCOR TR-FRET, 1536-well. inhibition of corepressor binding, % at 4.78 µM. 320,000 compounds, 0.12% hits. AID 2300. Q9Y5X4;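 active = percent inhibition above the cutoff of mean plus 3 SD of all tested compounds, set per screening campaign, cut at about 20% in these data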;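 note: 0% = DMSO wells and 100% = biotin wells as full block of FRET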
Target sequence (Q9Y5X4 whole entry, looked up): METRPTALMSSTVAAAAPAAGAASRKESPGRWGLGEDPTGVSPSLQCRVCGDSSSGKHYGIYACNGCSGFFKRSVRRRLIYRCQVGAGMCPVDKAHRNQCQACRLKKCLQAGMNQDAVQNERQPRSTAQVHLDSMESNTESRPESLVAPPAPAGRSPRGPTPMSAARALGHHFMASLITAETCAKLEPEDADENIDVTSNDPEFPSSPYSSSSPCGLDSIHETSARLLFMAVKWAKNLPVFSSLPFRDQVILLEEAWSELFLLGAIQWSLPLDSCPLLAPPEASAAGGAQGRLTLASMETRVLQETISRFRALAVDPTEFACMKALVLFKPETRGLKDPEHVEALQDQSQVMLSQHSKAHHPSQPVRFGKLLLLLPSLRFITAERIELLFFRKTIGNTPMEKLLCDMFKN
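Format: 1536-well format; test system: GST-NR2E3 and biotin-RetCOR proteins; read-out basis: percent inhibition of TR-FRET ratio; timing: 5 h incubation at 4 °C; detection: time-resolved FRET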
hiPSC survival – enhancers of human iPSC single-cell survival | hiPSC single-cell survival, ATPlite luminescence; 100% = ROCK inhibitor wells, 0% = DMSO | survival enhancement, % at 20 µM | 360,000 compounds, 0.044% hits | AID 602274; in the data active = survival enhancement above about 18%;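 note: cells exposed to compounds for 16 hours before the ATP read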
CF NFkB inh – cystic fibrosis NF-kB activation inhibition | inhibition, % at 5 µM | 360,000 compounds, 0.86% hits | AID 588850 | KKLEB NF-kB-GFP reporter, PAF-induced, GFP fluorescence overnight;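 active = at least 50% inhibition at 5 µM, scaled per plate between neutral and stimulator controls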;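 note: PAF is a Pseudomonas aeruginosa culture filtrate used as stimulus; plate controls were PAF-stimulated DMSO wells for no effect and unstimulated DMSO wells for full effect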
NR2E3 ag-2 – agonists of human NR2E3 nuclear receptor; Q9Y5X4; CHO-S Gal4-NCOR/VP16-NR2E3 two-hybrid, luciferase; inhibition of corepressor binding, % at 3.98 µM; 360,000 compounds, 0.35% hits; AID 602229;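 active = inhibition above the mean of all tested compounds plus 3 SD, cut at about 70% in these data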;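 note: 0% = DMSO with NR2E3 transfected cells and 100% = cells lacking NR2E3 construct; higher means lower luciferase signal from less NR2E3 corepressor binding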
Shn3 3UTR inh – reduces Shn3 3'UTR luciferase signal in osteoblasts | AID 588674 | 360,000 compounds, 0.52% hits | inhibition, % at 12.5 µM | Clone20 osteoblast Shn3 3'UTR firefly luciferase, 24 h;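 active = mean inhibition of at least 75% with every replicate also reaching 75%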;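 note: 0% = median of neutral control wells and 100% = pilot-screen positive control compound; some compounds past the cut are filed as inactive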
KKLEB cytotox – counter-screen for CF NF-kB inhibitors: cytotoxicity. activity change (cytotoxicity), % at 5 µM. 360,000 compounds, 0.36% hits. KKLEB CF airway cells viability, ATPlite luminescence, overnight; hits give low values; cells stimulated with P. aeruginosa culture filtrate;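 active = corrected activity change at or below -50% at 5 µM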
HIF-2a inh – blocks HIF-2a reporter activity. 786-0 RCC cells HIF-2a reporter, luciferase luminescence, overnight. inhibition, % at 18.8 µM. 360,000 compounds, 0.72% hits;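 active = inhibition of the luminescence signal of 40% or more relative to plate controls, in a single-dose primary screen at 18.75 µM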
TWEAK-Fn14 inh – blocks TWEAK-Fn14 interaction in a reporter cell assay | 360,000 compounds, 2% hits | AID 1159606 | inhibition, % at 10 µM | TWEAK-stimulated Fn14 reporter cells, luciferase luminescence, 8 h; in the data active = inhibition above about 50%
Numbers without * were called inactive; x = no result given.

1	CCOc1ccc2oc(C(=O)OCC(=O)NC3CC3)c(C)c2c1
2	O=C(CSc1nnc(Cc2cccs2)n1-c1ccccc1)NCc1ccc2c(c1)OCO2
3	O=C1NC[C@H](CCCCN2CCN(CCc3ccccc3)C(=O)C2=O)N(CCC2CCCCC2)C1=O
4	COC(=O)N1C(=O)[C@](c2ccc(Cl)cc2)(C(C)C)N1C(=O)OC
5	CCN(CC)Cc1c(-c2ccccc2)[nH]c2ccc(C)cc2c1=O
6	COc1ccccc1C(C)NS(=O)(=O)c1ccc(Cl)nc1 (stereo not drawn)
7	Cc1ccc(C(C)NC(=O)Cn2nc(C)c([N+](=O)[O-])c2C)cc1 (stereo not drawn)
8	CCN(CC)C(=O)c1cccc(NC(=O)c2ccc3c(=O)n4c(nc3c2)CCC4)c1
Compound	1	2	3	4	5	6	7	8
MITF TRPM1 inh	-11	-2	x	19	7	-1	9	-6
aDG glyco up	0.4	0.1	0.3	-0.2	0.2	0.2	0.1	-0.3
Peg3 promoter	-20	12	x	31	-6	10	11	-14
NR2E3 ag-1	0	1	x	1	7	2	0	0
hiPSC survival	-0.5	-2.7	-0.2	-4.0	1.7	-0.2	-1.8	-0.5
CF NFkB inh	3	4	x	66*	-1	-16	0	8
NR2E3 ag-2	14	-12	-43	-6	-13	-29	-24	-4
Shn3 3UTR inh	4	21	x	50	-21	-4	-27	19
KKLEB cytotox	4	7	x	-14	-6	13	-1	3
HIF-2a inh	-27	19	12	23	-30	6	15	6
TWEAK-Fn14 inh	-12	-11	3	38	8	6	0	20

Profiles, looked up by structure. Order of screens: MITF TRPM1 inh | aDG glyco up | Peg3 promoter | NR2E3 ag-1 | hiPSC survival | CF NFkB inh | NR2E3 ag-2 | Shn3 3UTR inh | KKLEB cytotox | HIF-2a inh | TWEAK-Fn14 inh
CCN(CC)Cc1c(-c2ccccc2)[nH]c2ccc(C)cc2c1=O across the screens: 7 | 0.2 | -6 | 7 | 1.7 | -1 | -13 | -21 | -6 | -30 | 8
O=C(CSc1nnc(Cc2cccs2)n1-c1ccccc1)NCc1ccc2c(c1)OCO2 across the screens: -2 | 0.1 | 12 | 1 | -2.7 | 4 | -12 | 21 | 7 | 19 | -11
COc1ccccc1C(C)NS(=O)(=O)c1ccc(Cl)nc1 (stereo not drawn) across the screens: -1 | 0.2 | 10 | 2 | -0.2 | -16 | -29 | -4 | 13 | 6 | 6
CCN(CC)C(=O)c1cccc(NC(=O)c2ccc3c(=O)n4c(nc3c2)CCC4)c1 across the screens: -6 | -0.3 | -14 | 0 | -0.5 | 8 | -4 | 19 | 3 | 6 | 20
CCOc1ccc2oc(C(=O)OCC(=O)NC3CC3)c(C)c2c1 across the screens: -11 | 0.4 | -20 | 0 | -0.5 | 3 | 14 | 4 | 4 | -27 | -12

Following part
9	COc1ccc(Cl)cc1NC(=O)COC(=O)/C=C/c1c(C)nn(C2CCS(=O)(=O)C2)c1Cl (stereo not drawn)
10	Cc1ccc(N2CC(C(=O)N/N=C/c3cccc([N+](=O)[O-])c3)CC2=O)cc1 (stereo not drawn)
11	C/C(=N/NC(=O)CNC(=O)c1ccccc1F)c1ccc2c(c1)CCCC2
12	O=C(NCC1CCCO1)C(=O)NCC1CCCN1S(=O)(=O)c1ccccc1 (stereo not drawn)
13	CC(C)(C)SC(=O)C[C@@H]1NS(=O)(=O)OC2CCCCC21 (stereo partly drawn)
14	CC1(C(=O)NS(=O)(=O)c2ccc(Cl)cc2)CCN1C(=O)Cc1cccc2ccccc12 (stereo not drawn)
15	Cc1ccc(C(=O)NNC(=O)Cc2cccs2)cc1
16	CC(C)(C)NC(=O)C1c2ccccc2OCC(=O)N1Cc1ccc2c(c1)OCO2 (stereo not drawn)
Compound	9	10	11	12	13	14	15	16
MITF TRPM1 inh	11	8	-5	1	-8	x	1	x
aDG glyco up	-0.1	0.3	-0.2	0.4	0.1	-0.3	-0.2	-0.1
Peg3 promoter	1	13	10	3	12	-10	-46	x
NR2E3 ag-1	3	2	-6	-2	-2	x	3	x
hiPSC survival	4.7	-2.3	-0.5	-0.5	3.9	0.1	-1.5	-1.5
CF NFkB inh	-10	-16	7	18	-1	-2	-7	x
NR2E3 ag-2	6	4	-16	-5	-29	6	-41	-2
Shn3 3UTR inh	-11	8	-24	11	-5	14	-7	x
KKLEB cytotox	-1	-8	-8	14	-5	0	-12	x
HIF-2a inh	9	0	-12	4	10	7	-57	0
TWEAK-Fn14 inh	2	-1	-5	-11	2	-5	-22	8

17	CCOC(=O)N1CCc2[nH]c3ccc(C)cc3c2C1
18	O=C(Nc1nc2ccccc2[nH]1)C12CC3CC(CC(C3)C1)C2
19	Cc1cccc(OCC(=O)NNC(=O)c2ccc([N+](=O)[O-])cc2)c1
20	Cc1cc(NC(=O)CSc2nc3ccccc3n2CCC#N)no1
21	O=C(CN(CCc1ccccc1)C(=O)CNS(=O)(=O)c1ccccc1)NCC1CCCO1 (stereo not drawn)
22	CCN1CCN(c2cc(C)c3cc(NC(=S)N4CCOCC4)ccc3n2)CC1
23	Cc1ccc(S(=O)(=O)N2CCN(CC(=O)N/N=C/c3ccc(C)o3)CC2)cc1
24	Cc1cc2nc(C(C)(C)C)c(Cc3ccsc3)n2c(C)c1Br
Compound	17	18	19	20	21	22	23	24
MITF TRPM1 inh	-7	-68	-3	10	-5	4	-15	x
aDG glyco up	0.5	0.3	-0.2	-0.2	0.0	0.1	-0.3	0.0
Peg3 promoter	-9	-257	15	8	-6	6	10	x
NR2E3 ag-1	-1	4	5	-1	5	7	0	x
hiPSC survival	0.4	-2.8	4.1	0.4	0.4	-0.2	1.3	-1.0
CF NFkB inh	-10	9	8	2	-9	3	-14	x
NR2E3 ag-2	2	-123	7	-2	1	-25	-8	-8
Shn3 3UTR inh	-20	30	33	-6	x	-20	21	x
KKLEB cytotox	-10	-20	14	-4	7	-6	-4	x
HIF-2a inh	-53	-188	18	19	-2	4	14	19
TWEAK-Fn14 inh	8	-1	10	8	-9	-30	-5	2

25	CC1CN(C2CCCCC2)c2nc3c(c(=O)n(C)c(=O)n3C)n2C1 (stereo not drawn)
26	NS(=O)(=O)c1ccc(NCc2c(F)cccc2Cl)cc1
27	COCCNc1nc2nonc2nc1N1CCCC1c1nccs1 (stereo not drawn)
28	O=c1[nH]c(N2CCCCCC2)nc2ncn(Cc3ccccc3)c12
29	CC(Oc1ccccc1)C(=O)Nc1nc(-c2ccccn2)cs1 (stereo not drawn)
30	Cc1cc(N2C(=O)C3C4C=CC(C4)C3C2=O)ccc1Br (stereo not drawn)
31	CCOc1ccc(NC(=O)CNC(=O)c2nn(-c3ccc(OC)cc3)c(=O)c3ccccc23)cc1
32	CCOC(=O)N1CCN(Cc2nc3c(c(=O)n(C)c(=O)n3C)n2Cc2ccccc2C)CC1
Compound	25	26	27	28	29	30	31	32
MITF TRPM1 inh	-1	5	-17	9	62*	-1	4	4
aDG glyco up	0.0	0.1	-0.3	0.2	0.6	-0.2	-0.1	0.0
Peg3 promoter	-27	0	2	-6	33	5	27	0
NR2E3 ag-1	0	x	2	-3	x	2	5	0
hiPSC survival	-0.2	7.4	0.6	-0.6	0.0	0.3	1.1	2.2
CF NFkB inh	4	-2	0	-10	17	-17	-15	3
NR2E3 ag-2	-20	6	0	-12	-2	3	6	-19
Shn3 3UTR inh	6	7	9	-7	77	-3	-3	-7
KKLEB cytotox	2	12	4	12	-8	8	-12	4
HIF-2a inh	-10	-43	23	2	4	-4	5	10
TWEAK-Fn14 inh	-11	6	-5	17	10	3	1	0

33	CN1C(=O)CC(N2CCN(C(c3ccccc3)c3ccccc3)CC2)C1=O (stereo not drawn)
34	O=C(CNC(=O)c1cccs1)NC1=NCCS1
35	Nc1cc(=O)[nH]c(=O)n1Cc1ccco1
36	Cc1cc(C)nc(NC(=NCCc2c[nH]c3ccccc23)NC(=O)Nc2ccc(Cl)c(Cl)c2)n1
37	N#Cc1c(C(F)(F)F)cc(-c2ccccc2)nc1SCC(=O)Nc1sc2c(c1C#N)CCC2
38	CCS(=O)(=O)Nc1ccc(C2=NN(S(C)(=O)=O)C(c3cccs3)C2)cc1 (stereo not drawn)
39	COc1cc(OC)cc(C(=O)Nc2ccc(NC(=O)c3ccco3)c(C)c2)c1
40	O=C(CN(C(=O)CNC(=O)c1ccco1)c1cccc(F)c1)NC1CCCCC1
Compound	33	34	35	36	37	38	39	40
MITF TRPM1 inh	9	-10	2	-3	-2	-12	-12	-1
aDG glyco up	0.3	0.0	-0.1	-0.4	0.1	0.0	-0.1	-0.1
Peg3 promoter	12	-36	-7	19	35	-26	-43	13
NR2E3 ag-1	-4	2	-2	-2	1	3	2	-1
hiPSC survival	0.0	1.0	1.6	-0.1	8.1	-0.4	0.9	0.7
CF NFkB inh	-8	-6	2	9	3	2	-11	-16
NR2E3 ag-2	1	-31	26	-28	-17	-8	-18	0
Shn3 3UTR inh	-5	-22	-1	25	0	-34	-28	-8
KKLEB cytotox	16	2	2	1	0	-4	4	-2
HIF-2a inh	21	-102	-1	15	20	-51	-158	8
TWEAK-Fn14 inh	3	16	4	28	-3	8	-24	-1

41	CCCCC(=O)Nc1ccc(C(=O)NNC(=O)c2cccs2)cc1
42	CN(C)c1nc(C(=O)NN)nc(N(C)C)n1
43	CCN1C[C@@H]2[C@@H]3C(=O)N(C)C(=O)[C@@H]3[C@](C)(C1=O)N2C(=O)c1ccc(Br)cc1
44	COc1cccc2cc(S(=O)(=O)c3ccc(C)cc3)/c(=N/NS(=O)(=O)c3ccc(C)cc3)oc12
45	Cc1ccccc1CC(=O)N1CCCc2ccccc21
46	COC(=O)C1=C(C)OC(N)=C(C#N)C1c1cc(OC)c(OCC(N)=O)cc1Cl (stereo not drawn)
47	COCCN(C(=O)COC(=O)c1ccc2[nH]c(C)c(C)c2c1)c1c(N)n(Cc2ccccc2)c(=O)[nH]c1=O
48	Cn1cccc1C(=O)OCC(=O)N1CCc2ccccc21
49	O=S(=O)(c1ccc(Cl)c(S(=O)(=O)N2CCCC2)c1)N1CCCC1
50	C/C=C/c1cnc2c(c1)C(=O)N([C@H](C)CO)C[C@@H](C)[C@@H](CN(C)C(=O)NC1CCCC1)O2
51	C/C(=N\Nc1cc(N2CCOCC2)nc(C)n1)c1ccc(F)cc1
Compound	41	42	43	44	45	46	47	48	49	50	51
MITF TRPM1 inh	-5	8	10	-3	10	0	-3	-97	6	x	-33
aDG glyco up	-0.1	0.0	0.2	-0.5	0.2	0.0	-0.2	0.1	-0.2	0.4	0.2
Peg3 promoter	-7	-5	3	16	16	1	3	-305	1	-7	-33
NR2E3 ag-1	0	0	x	2	6	-3	-2	x	-3	x	5
hiPSC survival	4.9	1.4	14	0.2	-0.4	-1.0	0.7	-0.3	-0.9	-2.1	-0.5
CF NFkB inh	-14	1	-2	-10	-13	-4	5	5	-10	-13	24
NR2E3 ag-2	1	-16	-11	-11	-25	-6	-12	-75	21	-25	47
Shn3 3UTR inh	5	3	72	77	7	-22	19	-96	5	-5	10
KKLEB cytotox	14	0	-12	-12	1	-3	11	-3	-5	7	1
HIF-2a inh	4	-11	9	11	12	4	8	-291	18	3	-16
TWEAK-Fn14 inh	18	-8	13	12	6	2	-21	-27	15	-7	-49

Compound activity: PubChem BioAssay, several laboratories

Compounds were not picked by outcome; overall some 4.4% were active at least once.
